# Source: PubChem BioAssay
# HT1080 IDH1KD tx = qHTS for induction of synthetic lethality in tumor cells producing 2HG: qHTS for the HT-1080-IDH1KD cell line | 360,000 compounds, 2% hits | Potency, µM (series often up to 46.1 µM), for inactives: at the top dose activity, negative = toxicity, actives largely listed as cytotoxic | HT-1080 IDH1 knockdown viability, ATP luminescence, 48 h;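 also: potency is read from the fitted curve at half-maximal effect; 0% = DMSO wells and -100% = cell-free medium wells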
#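 HT-1080-IDH1KD cells (IDH1 knocked down), 750/well in RPMI with 5% FBS, treated with compound 48 h at 37 degrees C. Viability by CellTiter-Glo luminescence, normalised to DMSO and no-cell wells; concentration-response curves classed.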
# MCF10A rereplic = A quantitative high throughput screen for small molecules that induce DNA re-replication in MCF 10a normal breast cells; MCF 10A DNA re-replication, Hoechst nuclear intensity, 48 h; Potency, µM (top dose mostly 46.1 µM), for inactives: at the top dose activity, positive = re-replication, usual class: activators; 350,000 compounds, 2.9% hits; also: potency is read from the fitted curve at half-maximal effect; % of control where 0% means no effect; nearly all actives have a fitted effect of over 50% in size
# ATXN2 expr inh = Primary qHTS for Inhibitors of ATXN expression; AID 1745845, 2022; 360,000 compounds, 0.72% hits; Potency, µM (doses to about 57 µM), inactives show at the highest dose activity change, negative = inhibition, actives largely listed as inhibitors; HEK-293 ATXN2-luciferase reporter, luminescence, 24 h; also: potency is read from the fitted curve at half-maximal effect; % is scaled to controls: 0 for no effect and ±100 for the full control effect; nearly all actives have a fitted effect of over 55% in size
#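 ATXN2-luciferase reporter cells (luciferase flanked by upstream and downstream ATXN2 gene portions) were treated 24 h at 37 °C with compounds at up to 57 uM. SteadyGlo luminescence gave expression; GF-AFC fluorescence gave viability.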
# IL-1B inflam inh = qHTS for Inhibitors of Inflammasome Signaling: IL-1-beta AlphaLISA Primary Screen | THP-1 LPS/ATP IL-1B secretion, AlphaLISA, 16 h; stronger effect = lower value | activity change, % at 57.5 µM | 360,000 compounds, 4.7% hits | AID 743279, 2014; in the data active = activity change below about -50%; inconclusive = mostly about -30% to -49%; also: % is scaled to controls: 0 for no effect and ±100 for the full control effect
#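 Secreted IL-1B measured by AlphaLISA bead assay after 16 h compound exposure of THP-1 cells; compounds (final up to 57.5 uM) added 1 h before LPS (250 ng/mL) and ATP (1.25 mM) stimulation; lower signal means less secretion.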
# SW480 rerep = A quantitative high throughput screen for small molecules that induce DNA re-replication in SW480 colon adenocarcinoma cells. SW480 DNA re-replication, Hoechst DNA content imaging, 48 h. AID 624297, 2012. Potency, µM (doses to about 46.1 µM), for inactives: at the highest dose re-replication activation, actives largely listed as activators. 340,000 compounds, 1.8% hits; also: potency is read from the fitted curve at half-maximal effect; % of control where 0% means no effect; nearly all actives have a fitted effect of over 55% in size
#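 Image-based DNA-content assay: after two days of treatment, nuclei were labelled with the DNA dye Hoechst and imaged, and hits were compounds raising the count of nuclei showing high fluorescence intensity.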
# HT1080-NT tox = qHTS for induction of synthetic lethality in tumor cells producing 2HG: qHTS for the HT-1080-NT fibrosarcoma cell line; HT-1080-NT fibrosarcoma viability, CellTiter-Glo ATP luminescence, 48 h; Potency, µM (highest dose often 46.1 µM), without a hit: top-dose activity, negative = less viability, most hits filed as cytotoxic; 360,000 compounds, 1.6% hits;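 also: NT is the 2HG producing partner of a matched IDH1 knockdown line; potency is read from the fitted curve at half-maximal effect; 0% = DMSO-treated cells and -100% = media-only wells without cells; nearly all actives have a fitted effect of over 55% in size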
#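 A 48-hour cytotoxicity screen used HT-1080-NT cells plated 2 hours before compound delivery. ATP-based CellTiter-Glo luminescence measured viability, normalized to DMSO and no-cell controls.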
# KB-3-1 tox = qHTS assay for MDR1-selective chemotherapeutics: Primary screen using the parental adenocarcinoma cell KB-3-1; KB-3-1 viability, CellTiter-Glo ATP luminescence, 72 h; Potency, µM (series often up to 46.1 µM), for inactives: at the top dose activity change, negative = cytotoxic, usual class: cytotoxic; 400,000 compounds, 1.4% hits; also: potency is read from the fitted curve at half-maximal effect; % is scaled to controls: 0 for no effect and ±100 for the full control effect; nearly all actives have a fitted effect of over 60% in size
#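 Using CellTiter-Glo luminescence, growth of non-resistant KB-3-1 adenocarcinoma cells is assessed 72 h after pin-tool compound addition at 37 °C. Normalized responses across the concentration series yield fitted curves.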
# S2 tox = Viability Counterscreen for Primary qHTS for Inhibitors of ATXN expression. Potency, µM (series often up to 56.7 µM), actives largely listed as cytotoxic. S2 cells (HEK-293 line with an ATXN2-luciferase reporter) viability, CellTiter-Fluor protease fluorescence, 24 h. 400,000 compounds, 0.49% hits; also: potency is read from the fitted curve at half-maximal effect; nearly all actives have a fitted effect of over 40% in size
# HepG2 tox = qHTS for Inhibitors of TGF-b: Cytotox Counterscreen; AID 588856, 2011; HepG2 CAGA-GFP viability, ATP luminescence, 18 h; Potency, µM (titrated, usually from 46.1 µM), for inactives: top-dose activity change, negative = cytotoxicity, actives largely listed as cytotoxic; 410,000 compounds, 0.76% hits; also: potency is read from the fitted curve at half-maximal effect; some results filed as inactive show a strong effect at the top dose
#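 CellTiter-Glo luminescence gave cytotoxicity after 18 hours at 37 degrees C. The cells were HepG2 CAGA-GFP in 1% FBS DMEM, stimulated with 500 pg/mL TGF-beta after compound addition. %Activity was normalised to no-cell wells (complete cell-killing) and DMSO (no toxicity), and curves were fitted and classified.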
# * marks the source's active call; other numbers are inactive results; i = inactive; ? = inconclusive; / = not tested or not shown; & = joins results of further samples; [ ] = dose if it differs, or a comment. Unless noted, calls follow the shape of the dose curve; as a rule, active = well fitted curve in the direction sought with a large enough effect; inconclusive = small, poorly fitted or top-dose-only effect, or another doubt; inactive = no such curve, though single readings can be large; an effect the other way counts as inactive or inconclusive.
# Values run as follows: HT1080 IDH1KD tx	MCF10A rereplic	ATXN2 expr inh	IL-1B inflam inh	SW480 rerep	HT1080-NT tox	KB-3-1 tox	S2 tox	HepG2 tox
Cc1cccc(NC(=O)C2CCCN(C(=O)Nc3ccc(F)cc3)C2)c1C (configuration not stated)
→ -5%	0%	-23%	-12	-6%	-8%	9%	i	-14%
CCc1cc(=O)oc2cc(OCC(=O)N3CC[C@@]4(O)CCCC[C@H]4C3)ccc12
→ -5%	8%	-11%	-2	0%	-3%	0%	i	-20%
COc1ccc2c(c1)c(C(=O)N/N=C/c1ccc(Cl)cc1)c(C)n2C
→ ?	?	-18%	?	?	?	?	i	-93%
COc1cccc(Oc2ccc(C(F)(F)F)cc2N)c1
→ -19%	8%	54%[activator]	-70*	10%	-13%	-5%	i	-13%
Cc1oc(C)c(C(=O)Nc2ccc(CC(=O)O)cc2)c1C(=O)Nc1ccc(CC(=O)O)cc1
→ 7%	2%	-5%	7	-22%[9.22 µM]	2%	9%	i	5%
COc1ccc(-n2nc3ccc(NC(=O)COc4ccc(C)c(C)c4)cc3n2)cc1
→ /	/	3%	/	/	/	-8%	i	6%
Cc1ccc(C)c(S(=O)(=O)N=Nc2c(O)[nH]c3ccccc23)c1
→ 22%	-6%	-3%	15	-4%	12%	12%	i	-1%
Clc1ccc(-c2nnc(NC3=NCCCCC3)o2)cc1
→ -28%	14%	?	20	-8%	-12%	-7%	i	-37%
COc1ccccc1CNS(=O)(=O)c1ccc2c(c1)CC(C)N2C(=O)C1CCC1 (configuration not stated)
→ ?	12%	-18%	13	1%	-15%	?	i	-15%&0%
Nc1nc2c(F)c(F)c(F)cc2s1
→ 5%	-4%	/	46	3%	-1%	0%	i	2%
COc1cc2c(c3ccccc13)CCCC2=O
→ 6%	10%	-18%	-17	2%	7%	-1%	i	-9%
COCCN(C(=O)Cc1cccs1)c1nnc(-c2ccncc2)s1
→ -3%	1%	3%	-21	-12%	-4%	-6%	i	-22%
CCCCCCC1CC(=O)NC(=S)N1 (configuration not stated)
→ 2%	1%[9.22 µM]	7%	0	-2%	2%	-7%	?	-2%
O=C(Cc1cccs1)Nc1ccc([N+](=O)[O-])cc1
→ -7%	-1%	/	-10	-1%	-16%	-1%	i	-27%
Cc1ccc(NC(=O)c2cccc3c2C(=O)N(C2CCCCC2)C3)c(C)c1
→ -5%	1%	3%&9%	-6	1%	-1%	15%&0%	i	17%&-13%
CCCNC(=O)N1CCN(S(=O)(=O)c2ccc(C)c(C)c2)CC1
→ -16%	-5%	-7%	-5	1%	11%	19%	i	-5%
COc1ccc(CN(C)S(=O)(=O)c2nnc(NC(=O)c3ccccc3)s2)cc1OC
→ -6%	21%	0%	12	5%	1%	-1%	i	-18%
O=C(CNCC1CCCO1)N1CCCCCC1 (configuration not stated)
→ 16%	1%	0%	8	12%	8%	8%	i	8%
COC(=O)[C@@]12C[C@@H](CC(=O)N3CCCCC3)C(=O)N(Cc3ccccc3)C1=CCC(C)(C)C2
→ -7%	/	/	-19	/	-2%	14%	/	/
Cc1nn(-c2ccccc2)c2nc(N)c(C(N)=O)cc12
→ 6%	-2%	38%	-13	-3%	12%	-1%	i	-8%

# 3 entries from above, set out differently.
CCc1cc(=O)oc2cc(OCC(=O)N3CC[C@@]4(O)CCCC[C@H]4C3)ccc12
  HT1080 IDH1KD tx: -5%	MCF10A rereplic: 8%	ATXN2 expr inh: -11%	IL-1B inflam inh: -2	SW480 rerep: 0%	HT1080-NT tox: -3%	KB-3-1 tox: 0%	S2 tox: i	HepG2 tox: -20%
COc1ccc2c(c1)c(C(=O)N/N=C/c1ccc(Cl)cc1)c(C)n2C
  HT1080 IDH1KD tx: ?	MCF10A rereplic: ?	ATXN2 expr inh: -18%	IL-1B inflam inh: ?	SW480 rerep: ?	HT1080-NT tox: ?	KB-3-1 tox: ?	S2 tox: i	HepG2 tox: -93%
COc1cccc(Oc2ccc(C(F)(F)F)cc2N)c1
  HT1080 IDH1KD tx: -19%	MCF10A rereplic: 8%	ATXN2 expr inh: 54%[activator]	IL-1B inflam inh: -70*	SW480 rerep: 10%	HT1080-NT tox: -13%	KB-3-1 tox: -5%	S2 tox: i	HepG2 tox: -13%

# (cont.)
# Values run as follows: HT1080 IDH1KD tx	MCF10A rereplic	ATXN2 expr inh	IL-1B inflam inh	SW480 rerep	HT1080-NT tox	KB-3-1 tox	S2 tox	HepG2 tox
CCOC(=O)C(C(C)=O)C(c1ccc(OCCC(C)C)cc1)C(C(C)=O)C(=O)OCC (configuration not stated)
→ -19%	?	1%	-3	9%	0%	2%	i	-33%
Cc1nn(-c2ccccc2)c(OC(=O)c2ccccc2Cl)c1S(=O)(=O)c1ccccc1
→ /	/	-6%	/	/	/	0%	i	11%
COc1ccc(-c2nn(-c3ccccc3)cc2/C=C(/C#N)C(N)=O)cc1[N+](=O)[O-]
→ 2%	-1%	-1%	0	4%	2%	?	i	-3%
COc1ccc(C(=O)C[n+]2ccc3ccccc3c2C)cc1
→ -16%	?	24%	28	51%	0%	-5%	?	3%
CCOc1ccc(NC(=O)c2ccc(NS(=O)(=O)c3cccc4cccnc34)cc2)cc1
→ 1%	-1%	-1%[2.22 µM]	-15	-11%[1.84 µM]	0%	-8%	?	-14%
CC1NC(=O)c2cc3ccccc3cc2-n2c1nc1cc(F)ccc1c2=O (configuration not stated)
→ 0%	/	10%	12	/	-1%	24%	i	-13%
CCOC(=O)CSC1=Nc2ccccc2C2=NC(CCC(=O)NCc3ccc(OC)cc3)C(=O)N12 (configuration not stated)
→ /	/	13%	/	/	/	-1%	i	-27%
O=C(Cc1ccccc1)N1CCN(C(=O)c2ccco2)CC1
→ 6%	1%	-8%	5	-7%	13%	4%	i	-2%
O=C(CN1CCSC1=NCc1ccccc1)c1ccccc1
→ 1%	3%	-13%	-15	0%	-6%	-6%	i	-12%
Cn1c(=O)n(C)c2cc(NS(=O)(=O)c3ccccc3[N+](=O)[O-])ccc21
→ 0%	-4%	17%	-10	-3%	-6%	/	i	-55%
Cc1ccc(NC(=O)CN2C(=O)CCc3cc(S(=O)(=O)N4CCOCC4)ccc32)cc1N(C)C
→ /	/	-2%	/	/	/	13%	i	-24%
COc1ccc(-c2nc(SC)n(S(=O)(=O)c3ccccc3)n2)cc1
→ -6%	5%	7%	14	-7%	-3%	19%	i	-14%
COc1ccc(CN(CCC(c2ccco2)C(C)C)C(C)=O)cc1OC (configuration not stated)
→ -9%	5%	/	-13	-13%	-1%	0%	i	-33%
C#CCOC(=O)Nc1cc(C)n(-c2ccccc2)n1
→ -3%	5%	/	-1	-4%	-5%	0%	i	7%
CCN(CC)c1ccc2cc(C(N)=O)c(=N)oc2c1
→ -13%	18µM*	-9%[11.3 µM]	-2	?	-11%	2%	/	-49%
NC(=O)c1cnn(-c2cc(Oc3ccccc3)ncn2)c1N
→ -5%	-4%	19%	-1	1%	0%	14%	i	-1%
CC1(C)CC(=O)C(=CN2CCOCC2)C(=O)C1
→ 0%	3%	-1%	2	-7%	18%	-5%	i	6%
CC[C@H](C)C(=O)O[C@H]1CCC=C2C=C[C@H](C)[C@H](CC[C@@H]3C[C@@H](O)CC(=O)O3)[C@H]21
→ 7.3µM*	-15%	-8%	5	?	4.1µM*	?	i	-41%
COC(=O)c1ccc(Cl)cc1NC(=O)NCc1c(-n2cccc2)sc2c1CCCC2
→ /	/	-4%	/	/	/	-2%	i	-4%
COC(=O)CCn1nc(-c2ccc(Cl)cc2)c2ccccc2c1=O
→ 0%	3%	/	10	-7%	-10%	0%	i	-4%
CCCN(CCC)C(=O)Cn1c2ccccc2c2nc(=O)cc(C)n21
→ -2%	-7%	-4%	31	2%	12%	-13%	i	-14%
C[C@H](CO)N1C[C@H](C)[C@@H](CN(C)Cc2ccc3c(c2)OCCO3)OCc2cnnn2CCCC1=O
→ 7%	/	9%	19	/	14%	1%	i	8%
COc1ccc(/C=C(/NC(=O)c2ccccc2)C(=O)NC2CCS(=O)(=O)C2)cc1 (configuration not stated)
→ 4%	8%	/	15	-67%[inhibitor]	7%	-4%	i	-3%
Brc1ccc(CSc2ccc(-c3ccco3)nn2)cc1
→ -20%	-1%	/	26	-1%	-27%	-7%	i	0%
O=C1C2C3C=CC(C4CC34)C2C(=O)N1/N=C/c1ccc([N+](=O)[O-])o1 (configuration not stated)
→ 2.6µM*	3.3µM*	?	-98*	10µM*	2.6µM*	16µM*	?	-14%
COc1ccc(S(=O)(=O)N2Cc3ccccc3CC2C(=O)Nc2ccc(C)cc2)cc1OC (configuration not stated)
→ /	/	-14%	/	/	/	-3%	i	7%
C[C@H]1COC(=O)[C@H](Cc2ccc(F)cc2)C/C=C\C[C@@H](CC(=O)N(CCO)Cc2ccccc2)C(=O)N1
→ 0%	10%	-11%	-6	-13%	2%	1%	i	-15%
Cc1nnc(-c2cnn(-c3ccccc3)c2N)n1Cc1ccccc1
→ -2%	?	22%	3	-19%	3%	14%	i	1%
CC(=O)Nc1ccc(S(=O)(=O)Nc2cc(C)cn(Cc3ccc(C)cc3)c2=O)cc1
→ -18%	-4%	-6%	14	0%	-9%	-13%	i	-11%
O=C(Nc1ccc(-c2noc(CCc3ccccc3)n2)cc1)c1ccco1
→ ?	?	1%	-5	11%	?	-7%	i	-38%
CCN(CC)S(=O)(=O)c1cc(NS(=O)(=O)c2ccccc2)ccc1C
→ -1%	12%	-10%	16	8%	0%	-3%	i	-11%
